Bioassay records as filed in PubChem.
SIRT5 block = blocks human SIRT5 desuccinylation of peptide. Q9NXA8. Purified SirT5, succinyl-peptide AMC, trypsin-coupled fluorescence. inhibition, % at 15 µM. actives 1.1% (n = 330,000); in the data active means inhibition above about 15%; inconclusive means no clear call, values can overlap the other calls
Target sequence (Q9NXA8 whole entry, looked up): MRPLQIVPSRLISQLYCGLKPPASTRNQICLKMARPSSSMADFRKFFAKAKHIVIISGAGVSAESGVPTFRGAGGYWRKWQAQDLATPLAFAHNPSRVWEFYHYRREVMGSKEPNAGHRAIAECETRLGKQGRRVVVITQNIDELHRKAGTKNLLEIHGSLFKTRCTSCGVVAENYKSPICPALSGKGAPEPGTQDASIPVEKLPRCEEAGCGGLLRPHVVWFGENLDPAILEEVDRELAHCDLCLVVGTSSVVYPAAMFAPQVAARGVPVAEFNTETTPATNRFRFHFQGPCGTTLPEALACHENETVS
PAX8 inh HTS = inhibitors of PAX8 transcriptional activity in RMG-I cells; RMG-I TPO-luciferase reporter, SteadyGlo, 24 h; inhibition, % at 12.6 µM; actives 1.2% (n = 360,000); AID 652154;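 active means mean replicate inhibition at least 60% with every replicate also reaching 60%; inconclusive means only one of the two criteria is met; inactive means mean below 60% and not all replicates reaching 60%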;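 further: luciferase light reporting Pax8 driven TPO promoter activity; plate controls were median of neutral control wells for no effect and mitoxantrone controls for full effect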
ARNT-TACC3 inh = disrupts binding between human ARNT and TACC3; Q9Y6A5; AlphaScreen His-ARNT PAS-B/GST-TACC3 binding, luminescence; TACC3 fragment carries E629A point mutation; inhibition, % at 9.99 µM; actives 0.66% (n = 390,000); AID 623870;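 active means mean inhibition of replicates at least 50% and at least half of replicates each reaching 50%; inconclusive means half or more replicates reach 50% but mean below 50%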;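 further: 0% = complete ARNT plus TACC3 wells and 100% = ARNT alone without TACC3; many hits fall short of the cut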
EWS-Fli inh = inhibitors of EWS/Fli oncoprotein transcriptional activity; A673 NR0B1-luciferase reporter, viability-normalised; inhibition, % at 12.6 µM; actives 0.67% (n = 350,000); AID 651661;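 active means mean inhibition of at least 50% after viability correction, with every replicate also passing that limit; inconclusive means mean reaches 50% but only one of two replicates passes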;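 further: firefly luciferase signal divided by Alamar Blue viability fluorescence both relative to DMSO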
LGR2 antag = Drosophila LGR2 receptor signaling inhibition | HEK293 LGR2, CRE-luciferase, bursicon-stimulated, 4 h | inhibition, % at 9.99 µM | actives 0.35% (n = 380,000);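 active means drop in luminescence signal, shown as inhibition above about 50% in the replicate tests, limit read from the data, passing the limit was not always enough; inconclusive means probably only some replicates passing the limit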;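 further: agonist challenge used bursicon conditioned medium at about half maximal strength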
DENV2 CPE rescue = protects cells from dengue virus 2 cytopathic effect. AID 651640. actives 1.7% (n = 350,000). DENV2-infected cells, cytopathic effect rescue, plate reader. CPE inhibition, % at 9.99 µM; in the data active means CPE inhibition above about 20%, passing the limit was not always enough; inconclusive means no clear call, values can overlap the other calls; tested in BHK-21 cells;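 further: 0% = median of neutral control wells and 100% = median of positive control wells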
CASP6 VEID inh = caspase-6 (human) enzyme inhibition; P55212; purified caspase-6, Z-VEID-R110 cleavage fluorescence; inhibition, % at 12.5 µM; actives 0.53% (n = 350,000);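 active means mean inhibition across replicates at least about 35%, with every replicate also reaching that limit, limit read from the data; inconclusive means only one of the two criteria met; inactive means neither criterion met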;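 further: 0% = median of neutral control wells and 100% = no fluorescence left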
Target sequence (P55212 24-179 limits assumed): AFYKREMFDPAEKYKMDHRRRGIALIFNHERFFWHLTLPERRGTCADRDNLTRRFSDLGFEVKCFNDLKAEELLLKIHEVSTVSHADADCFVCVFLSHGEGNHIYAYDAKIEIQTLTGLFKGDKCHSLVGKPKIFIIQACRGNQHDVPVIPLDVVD
Target sequence (P55212 194-293 limits assumed): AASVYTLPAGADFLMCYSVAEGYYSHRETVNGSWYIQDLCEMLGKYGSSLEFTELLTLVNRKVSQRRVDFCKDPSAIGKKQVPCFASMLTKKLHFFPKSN
Starred values were filed as active, the others as inactive; ? = inconclusive; . = no result given; & = joins results of further samples.

Each structure is followed by: LGR2 antag, DENV2 CPE rescue, SIRT5 block, CASP6 VEID inh, PAX8 inh HTS, ARNT-TACC3 inh, EWS-Fli inh
O=C(C1CCOCC1)N1C[C@@H]2[C@H](c3ccccc31)[C@@H](CO)N2Cc1ccccc1Cl
    14.4, -8.7, 0.8, -2.5, -15.4, -0.9, -0.6
C[C@@H]1CCCCO[C@@H](CN(C)C(=O)Nc2ccc(C(F)(F)F)cc2)[C@@H](C)CN([C@H](C)CO)C(=O)c2cc(NC(=O)c3ccncc3)ccc2O1
    15.8, 27.7*, ., 1.0, ., ., 5.0
CCCNS(=O)(=O)c1ccc(CCC(=O)N2CCN(c3ccc(F)cc3)CC2)cc1
    -1.4, ., ., ., 21.2, -4.3, .
COCC(=O)N(C)C[C@H]1Oc2ncc(C#Cc3ccc(OC)cc3)cc2C(=O)N([C@H](C)CO)C[C@@H]1C
    15.1, -10.9, -0.6, 1.2, ., -10.8, -8.9
C[C@@H]1CN([C@H](C)CO)C(=O)Cc2cc(NC(=O)Cc3cn(C)c4ccccc34)ccc2O[C@H]1CN(C)Cc1ccc(C(F)(F)F)cc1
    37.9, 33.0*, 0.0, 1.8, 28.1, 15.9, 9.5
CCOCCCNC(=O)NC(=O)CN1CCN(S(=O)(=O)c2ccc3c(c2)OCCO3)CC1
    2.6, 4.1, -3.4, 5.8, -15.0, 0.1, -2.6
CO[C@@H]1CN(C)C(=O)c2ccc(NC(=O)c3ccc(-c4ccccc4)cc3)cc2OC[C@H](C)NC[C@H]1C
    -5.6, 1.9, -27.4, 1.3, 21.3, ., .
COC(=O)Cc1ccc(NC(=S)NCCCN2CCOCC2)cc1
    -1.6, 0.9, -1.3, -8.7, -17.6, ., 3.8
CCOC(=O)c1cccc(NC(=O)CCc2ccccc2)c1
    -4.3, -2.5, -1.8, 0.7, -7.5, -6.6, -11.4
O=C(COC(=O)/C=C/c1cn(-c2ccccc2)nc1-c1ccc2c(c1)OCCO2)NC1CCS(=O)(=O)C1 (stereo not given)
    10.4, -0.8, -4.5, -1.4, 22.6, -1.5, 5.2
Nc1ncc(-c2ccc(F)cc2)nc1N1CCN(CCO)CC1
    -5.3, 27.2*, 0.8, 0.3, -0.8, ., -0.3
CCCNC(=O)[C@H]1[C@H](CO)[C@H]2Cn3c(ccc(-c4ccccc4)c3=O)[C@H]2N1C(=O)c1ccccc1F
    -4.5, ?, -17.2, 0.0, -4.0, -5.9, -8.3
CNC[C@@H]1Oc2c(NS(=O)(=O)c3ccc(OC)cc3)cccc2C(=O)N([C@H](C)CO)C[C@H]1C
    5.3, -3.5, 3.5, -5.2, -14.7, 1.9, .
C[C@H]1CN([C@@H](C)CO)C(=O)c2cc(Br)cnc2O[C@@H]1CN(C)C(=O)NC1CCCCC1
    -9.1&-2.8, 9.9&4.0, -5.1, 0.5&4.1, 6.1&5.4, -2.7, 0.1&28.1
COC(CC(=O)NNC(=S)Nc1ccc(Cl)cc1)OC
    9.4, -0.7, -6.0, 5.3, 9.7, ., 8.2
CC(NC(=O)c1cccnc1)C(c1ccccc1)N1CCN(C)CC1 (stereo not given)
    9.0, -5.1, 1.3, -0.8, ., -10.9, 6.3
N#C[C@H]1[C@H](c2ccccc2C2=CCCCC2)[C@@H](CO)N1C(=O)CN1CCOCC1
    -13.3, 1.6, 0.0, 1.3, 4.3, ., -4.0
c1ccc(-c2ccccc2OCCN2CCCC2)cc1
    4.1, 0.4, -2.1, -14.2, 12.5, -1.1, 7.7
COc1ccc(N(C)C(=O)Cc2c(C(=O)O)n(C)c3ccccc23)cc1
    -8.2, 1.4, -3.3, 2.5, 6.7, -0.7, -2.4
CCCC#Cc1ccc([C@@H]2[C@@H](CO)N3C(=O)CN(C(=O)Nc4ccc(F)cc4)C[C@H]23)cc1
    24.6, 36.1*, -1.0, -0.7, ., ., .
Brc1ccc(-c2nc3ccc(Br)cn3c2Cc2ccccc2)cc1
    -43.8, -5.5, -3.9, -3.1, -48.1, ., 15.6
O=C(NC1CCCC1)C1C(c2ccc(C(F)(F)F)cc2)=Nc2ccccc2N1C(=O)c1cccc2ccccc12 (stereo not given)
    -16.4, -6.4, ., -1.2, 9.7, ., 0.0
Cc1ccc(NC2c3ncccc3C(=O)N2Cc2cccs2)cc1 (stereo not given)
    -2.1, -3.4, 0.5, 26.9, 14.4, -7.0, 2.1
O=C1C(=O)N(Cc2cccs2)c2ccccc21
    16.1, 1.4, -2.2, -1.0, 15.1, 28.5, 65.5*
CNC[C@H]1Oc2ccc(NC(=O)CCCN(C)C)cc2C(=O)N([C@H](C)CO)C[C@@H]1C
    6.1, 3.7, -3.5, -2.0, -12.1, -10.8, -5.9
O=C(C1=C[C@H](c2ccccc2)C[C@H](OCc2ccc(CO)cc2)O1)N1CCCC1
    ., -7.3, -0.7, -1.7, 4.4, ., -16.1
C[C@H]1CN([C@@H](C)CO)C(=O)Cc2cc(NC(=O)Nc3ccc4c(c3)OCO4)ccc2O[C@H]1CN(C)CC1CC1
    11.6, 6.5, -1.2, -0.3, 0.3, -4.3, -3.2
CC1CCc2c(nc3ncnn3c2NCCc2ccccc2F)C1 (stereo not given)
    15.1, -4.7, -6.9, 7.9, 8.1, 2.7, 13.8
COCC(C)N1CCC(Oc2cccc(C(=O)NCCc3ccccc3)c2)CC1 (stereo not given)
    -10.0, ?, -1.3, -5.6, -108.7, 5.1, -39.8
CCNC(=O)C[C@H]1CC[C@H](NC(=O)NC2CCCCC2)[C@@H](CO)O1
    7.7, ., 7.6, -5.1, -18.4, 0.8, -1.6
CCCCNC(=O)C(NC(=O)c1ccc2c(c1)OCO2)C(=O)c1ccccc1 (stereo not given)
    15.5, -15.5, ., 1.0, -21.3, ., -16.4
N#Cc1ccsc1NC(=O)C1CCN(S(=O)(=O)c2cccs2)CC1
    -7.6, 14.6, -1.9, 2.6, 7.5, 3.3, 3.0
CC1CCN(C(=O)CC(NC(=O)c2ccccc2Cl)c2ccccc2)CC1 (stereo not given)
    -4.5, -8.4, -1.5, -8.7, 1.9, -11.2, 3.0
COCC(=O)N[C@@H]1C=C[C@H](CC(=O)NCc2ccc(Cl)cc2)O[C@H]1CO
    0.8, -1.9, -4.6, 1.9, 6.3, -5.8, -2.7
COc1ccccc1S(=O)(=O)Nc1cc(C)nn1-c1ccc(C)cc1
    18.6, -0.1, 0.2, ., 3.7, ., .
Cc1onc(-c2c(Cl)cccc2Cl)c1C(=O)N[C@@H]1C(=O)N2[C@@H]1SC(C)(C)[C@@H]2C(=O)O
    2.4, 9.7&18.8, -1.0&-3.7, 0.1&2.9, 2.6&-15.3, -3.3&-5.2, 4.3&2.1
CCN1C(=O)[C@H]2[C@H]3CN=C(SCc4ccc(C(=O)OC)cc4)N3[C@@](CC)(C(=O)OC)[C@H]2C1=O
    16.1, -6.8, -1.2, -0.9, -25.8, -0.2, -11.0
CCN1CCN(C(=O)C(=O)c2cn(CC(=O)N(CC)CC)c3ccccc23)CC1
    -5.8, ?, 0.2, 0.8, 5.4, -6.3, 1.3
Cc1sc(NC(=O)CSc2nnnn2C)c(C#N)c1C
    -6.1, ., -2.7, -0.2, -2.8, -1.0, 10.8
Cc1cc(C(=O)Nc2cccc3c2O[C@@H](CN(C)S(=O)(=O)c2ccccc2)[C@@H](C)CN([C@@H](C)CO)C3=O)n(C)n1
    -0.5, -8.7, 4.5, -4.5, 16.9, -25.6, -10.5
COc1ccc(C2Nc3ccccc3NC3=C2C(=O)CC(C)(C)C3)c(OC)c1OC (stereo not given)
    ., -0.7, 2.7, 4.5, 10.0, -4.3, 21.2
C[C@H](CO)N1C[C@H](C)[C@H](CN(C)Cc2ccc(-c3ccccc3)cc2)Oc2ccc(NC(=O)Cc3ccccc3)cc2CC1=O
    26.5, -6.9, -5.3, -0.1, 65.9*, 34.0, 31.0
NC(=O)CN1C(=O)C(O)(CC(=O)/C=C\c2ccc3c(c2)OCO3)c2ccccc21 (stereo not given)
    ., 11.2, 6.5, 5.1, -6.0, -7.1, 10.2
Cc1ccc(NC2=CC(=O)C(=O)c3ccccc32)c(C)c1
    36.7, -1.9, -2.3, 19.3, 26.6, 16.1, 33.1
CC(NC(=O)CN(C)S(=O)(=O)c1cnc[nH]1)c1ccccc1 (stereo not given)
    9.1, -2.5, -0.4, ., 4.4, 1.3, 1.8
O=C(c1cnn(C(=O)c2ccco2)c1)c1cc(Cl)cc(Cl)c1O
    -4.8, -0.6, -0.7, 7.5, -3.3, -9.9, -2.3
CC(C)Cc1nnc(NC(=O)C2CC(=O)N(c3ccc4c(c3)OCCO4)C2)s1 (stereo not given)
    -2.4, ?, -0.6, -0.5, -2.6, 7.6, 11.8
CC(C)c1cc(Cn2c3ccccc3c(=O)n2C(C)Cn2cc(C3=CCCCC3)nn2)on1 (stereo not given)
    -24.2, 16.3, -0.3, -0.6, -0.5, ., -0.9
CCOc1cc(C2C(C#N)=C(N)Oc3cc(N)ccc32)ccc1O (stereo not given)
    -2.5, -2.2, 2.1, 4.5, -32.6, -1.4, -4.9
NC(=O)c1ccc(NC(=O)COC(=O)c2ccc([N+](=O)[O-])cc2)cc1
    0.8, ?, -1.3, -1.2, 4.3, 0.6, 3.4
O=C(c1ccco1)N1CCN(Cc2nnc(-c3ccccc3F)o2)CC1
    -15.1, -7.4, ., -4.6, 4.8, 2.3, 1.4
CO[C@@H]1CC[C@H]2CCOc3c(C#N)cccc3C(=O)N(C)[C@@H](C)C(=O)N(C)C[C@H]1O2
    -5.1, 2.1, -3.1, -1.4, -22.4, 4.1, 4.5
COCC(C)n1c(SCC(=O)NC(=O)Cc2ccccc2)nc2ccccc2c1=O (stereo not given)
    -5.5, -9.6, -1.9, 0.0, 4.4, -0.3, -4.7
Cc1cccc(NC(=S)N2CCC(O)CC2)c1C
    -24.1, -0.2, -0.4, 0.6, 3.8, -3.1, 0.6
C/C(=N\Nc1ccc(C)c(Cl)c1)c1cccnc1
    -42.2, 12.4, -2.2, -0.8, -68.0, -0.9, -154.9
CC(C)(C)c1ccc(C(=O)Nc2cccc([N+](=O)[O-])c2)cc1
    -54.7, ., ., ., -87.1, -4.3, .
CCn1c(SCC(=O)Nc2ccc(OC)cc2)nc2c(c1=O)SCC2
    -1.9, -12.3, -4.8, 4.2, 9.4, -7.5, .
C[C@@H]1CN([C@@H](C)CO)C(=O)c2cc(NC(=O)Nc3cccc4ccccc34)ccc2O[C@@H](C)CCCCO[C@H]1CN(C)C
    3.0, -18.4, -0.7, -0.5, 6.7, 3.9, 8.7
CC(C)CN(C(=O)CSc1nnc(C2CC2)n1-c1ccccc1)C1CCS(=O)(=O)C1 (stereo not given)
    9.9, 0.7, -0.1, -1.8, -10.0, -1.5, -11.0
CCN1CCN(c2ccccc2NC(=O)C(C)Oc2ccc(C(C)=O)cc2)CC1 (stereo not given)
    13.0, 12.0, 1.2, -2.0, 1.0, -2.8, 8.9

Additional results.
Each structure is followed by: LGR2 antag, DENV2 CPE rescue, SIRT5 block, CASP6 VEID inh, PAX8 inh HTS, ARNT-TACC3 inh, EWS-Fli inh
CNC(=O)c1ccsc1NC(=O)CN1C(=O)CCC1=O
    14.5, 19.7, -1.3, 1.1, -1.9, -9.3, 7.6
N/C(=N\OC(=O)COc1ccc2ccccc2c1Br)c1ccccn1
    -156.2, ., -6.1, 0.5, -108.9, -22.0, -37.9
O=C(c1ccco1)N1CCC(c2nc3ccccc3[nH]2)CC1
    5.4, ?, 0.9, 1.5, -18.3, -1.8, -2.7
Cc1cc(S(=O)(=O)N2CCc3ccccc3C2)ccc1F
    0.9, -2.4, -6.1, 0.0, -0.9, -7.9, 8.5
CN(Cc1cccc(F)c1)C(=O)c1ccc(S(=O)(=O)N2CCCCCC2)cc1
    -5.9, 14.5, -1.6, 0.7, 14.1, 23.3, 9.2
CCCC(=O)Nc1ccc2c(c1)nc(CCN1CCC(C)CC1)n2C
    ., -5.0, ., -6.5, -7.4, ., 0.7
